SIRT5 block – inhibitors of human sirtuin-5 desuccinylase. hit rate 1.1% among 330,000. inhibition, % at 15 µM. Purified SirT5, succinyl-peptide AMC, trypsin-coupled fluorescence. Q9NXA8; in the data active means inhibition above about 15%; inconclusive means no clear call, values can overlap the other calls
Target sequence (Q9NXA8 whole entry, looked up): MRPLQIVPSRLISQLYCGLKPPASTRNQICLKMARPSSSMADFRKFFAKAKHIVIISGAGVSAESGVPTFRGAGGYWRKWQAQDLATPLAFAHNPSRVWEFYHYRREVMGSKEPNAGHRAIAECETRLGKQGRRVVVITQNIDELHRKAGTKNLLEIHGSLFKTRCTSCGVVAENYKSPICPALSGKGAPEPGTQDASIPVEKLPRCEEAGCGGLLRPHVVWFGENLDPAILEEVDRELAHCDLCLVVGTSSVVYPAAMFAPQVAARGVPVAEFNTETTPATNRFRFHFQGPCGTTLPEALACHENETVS
ARNT-TACC3 inh – disrupts binding between human ARNT and TACC3. Q9Y6A5. AlphaScreen His-ARNT PAS-B/GST-TACC3 binding, luminescence; TACC3 fragment carries E629A point mutation. inhibition, % at 9.99 µM. hit rate 0.66% among 390,000. AID 623870;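 active means mean inhibition of replicates at least 50% and at least half of replicates each reaching 50%; inconclusive means half or more replicates reach 50% but mean below 50%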;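 further: 0% = complete ARNT plus TACC3 wells and 100% = ARNT alone without TACC3; many hits fall short of the cut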
LGR2 antag – inhibitors of bursicon-induced Drosophila LGR2 receptor cAMP signaling. hit rate 0.35% among 380,000. inhibition, % at 9.99 µM. HEK293 LGR2, CRE-luciferase, bursicon-stimulated, 4 h;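 active means drop in luminescence signal, shown as inhibition above about 50% in the replicate tests, limit read from the data, passing the limit was not always enough; inconclusive means probably only some replicates passing the limit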;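 further: agonist challenge used bursicon conditioned medium at about half maximal strength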
PAX8 inh HTS – lowers PAX8-driven luciferase in RMG-I cells | RMG-I TPO-luciferase reporter, SteadyGlo, 24 h | hit rate 1.2% among 360,000 | inhibition, % at 12.6 µM;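 active means mean replicate inhibition at least 60% with every replicate also reaching 60%; inconclusive means only one of the two criteria is met; inactive means mean below 60% and not all replicates reaching 60%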;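 further: luciferase light reporting Pax8 driven TPO promoter activity; plate controls were median of neutral control wells for no effect and mitoxantrone controls for full effect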
EWS-Fli inh – inhibitors of EWS/Fli oncoprotein transcriptional activity. A673 NR0B1-luciferase reporter, viability-normalised. inhibition, % at 12.6 µM. hit rate 0.67% among 350,000. AID 651661;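 active means mean inhibition of at least 50% after viability correction, with every replicate also passing that limit; inconclusive means mean reaches 50% but only one of two replicates passes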;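 further: firefly luciferase signal divided by Alamar Blue viability fluorescence both relative to DMSO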
DENV2 CPE rescue – protects cells from dengue virus 2 cytopathic effect; hit rate 1.7% among 350,000; AID 651640; DENV2-infected cells, cytopathic effect rescue, plate reader; CPE inhibition, % at 9.99 µM; in the data active means CPE inhibition above about 20%, passing the limit was not always enough; inconclusive means no clear call, values can overlap the other calls; tested in BHK-21 cells;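 further: 0% = median of neutral control wells and 100% = median of positive control wells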
Casp6 inh – blocks human caspase-6 cleavage activity; inhibition, % at 12.5 µM; hit rate 0.53% among 350,000; purified caspase-6, Z-VEID-R110 cleavage fluorescence; AID 686996;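 active means mean inhibition across replicates at least about 35%, with every replicate also reaching that limit, limit read from the data; inconclusive means only one of the two criteria met; inactive means neither criterion met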;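 further: 0% = median of neutral control wells and 100% = no fluorescence left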
Target sequence (P55212 24-179 limits assumed): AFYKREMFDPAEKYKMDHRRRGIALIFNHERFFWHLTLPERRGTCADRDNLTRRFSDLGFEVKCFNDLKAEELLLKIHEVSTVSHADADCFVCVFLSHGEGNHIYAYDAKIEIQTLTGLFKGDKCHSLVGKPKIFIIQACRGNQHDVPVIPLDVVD
Target sequence (P55212 194-293 limits assumed): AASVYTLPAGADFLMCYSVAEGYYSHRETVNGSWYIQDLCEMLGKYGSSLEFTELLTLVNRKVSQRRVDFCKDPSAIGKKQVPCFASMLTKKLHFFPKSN
* = called active by the depositor; u = inconclusive; x = no result given.

Each structure is followed by: DENV2 CPE rescue, SIRT5 block, PAX8 inh HTS, Casp6 inh, LGR2 antag, ARNT-TACC3 inh, EWS-Fli inh
#1 CCOC(=O)Cn1c(=O)oc2cc(S(=O)(=O)Nc3cccc(C)c3)ccc21
→ 5.5, x, -0.8, 0.4, -3.3, -2.9, -8.8
#2 CCCNC(=O)c1ccc2c(c1)ncn2-c1cc(C)cc(C)c1
→ 3.3, -0.3, -8.3, -1.3, 2.5, -1.8, -1.9
#3 C[C@@H]1CN([C@H](C)CO)C(=O)c2cc(NC(=O)Cc3cn(C)c4ccccc34)ccc2O[C@H]1CN(C)Cc1ccccc1
→ -5.8, 0.6, 20.0, 4.2, 1.0, 1.4, -3.9
#4 Cc1cc2cc(CN(CCN(C)C)C(=S)NCc3ccco3)c(=O)[nH]c2cc1C
→ 5.5, -15.3, 13.0, -13.0, 17.1, -5.4, 2.0
#5 O=C(CCC(=O)N1CCN(c2cccc(Cl)c2)CC1)c1cccs1
→ 1.7, 0.5, 6.6, 2.3, -7.1, -0.3, -7.4
#6 Fc1ccc(-c2cc(-c3cccs3)cc(-c3ccccc3)n2)cc1
→ -3.9, -2.7, -8.3, 4.9, -8.3, -1.7, 6.4
#7 COc1ccc(OC)c(NC(=O)Cc2csc(NC(=O)Nc3ccccc3OC)n2)c1
→ 6.9, 1.2, 8.8, 0.1, -6.5, x, -2.0
#8 CC(C)(C)c1cc[n+](-c2[nH]c(=O)sc2/C=N/NC(=O)c2ccccc2[O-])cc1
→ 3.5, 1.2, 22.5, 29.8, 8.3, 18.4, -13.1
#9 CCc1nc2ccccc2n1Cc1ccccc1F
→ 13.3, 2.2, -12.7, -2.2, -2.6, -6.1, 1.6
#10 CN(C)N=Nc1ccc(S(N)(=O)=O)cc1
→ 6.6, -1.5, -2.8, -4.4, -3.5, -1.2, -1.5
#11 CCN(CC1COc2ccccc2O1)C(=O)CN1C(=O)NC(C)(c2ccc(C)cc2)C1=O (stereo unspecified)
→ -7.6, -1.5, 5.6, 6.1, 5.6, x, 4.3
#12 C[C@@H]1CN([C@@H](C)CO)C(=O)c2cc(NC(=O)Cc3ccccc3)ccc2O[C@@H](C)CCCCO[C@@H]1CN(C)CC1CCCCC1
→ 25.7*, 1.3, -17.6, -0.4, 18.2, -4.2, 3.4
#13 COc1ccc(OC)c(NC(=O)COC(=O)Cc2ccc(-c3ccccc3)cc2)c1
→ x, x, 12.1, x, 2.5, -2.3, x
#14 O=C(c1ccccc1F)N1CCN(c2ccccn2)CC1
→ 8.1, 0.1, 2.9, -1.9, 6.4, -5.7, -2.5
#15 COc1ccc(C(=O)/C=C/c2ccc(OC)c(CN3CCOCC3)c2)cc1
→ x, x, -8.0, x, 12.2, 13.5, x

Given bar-delimited: 10 of the compounds above.
item | Molecule | DENV2 CPE rescue | SIRT5 block | PAX8 inh HTS | Casp6 inh | LGR2 antag | ARNT-TACC3 inh | EWS-Fli inh
6 | Fc1ccc(-c2cc(-c3cccs3)cc(-c3ccccc3)n2)cc1 | -3.9 | -2.7 | -8.3 | 4.9 | -8.3 | -1.7 | 6.4
7 | COc1ccc(OC)c(NC(=O)Cc2csc(NC(=O)Nc3ccccc3OC)n2)c1 | 6.9 | 1.2 | 8.8 | 0.1 | -6.5 | x | -2.0
8 | CC(C)(C)c1cc[n+](-c2[nH]c(=O)sc2/C=N/NC(=O)c2ccccc2[O-])cc1 | 3.5 | 1.2 | 22.5 | 29.8 | 8.3 | 18.4 | -13.1
9 | CCc1nc2ccccc2n1Cc1ccccc1F | 13.3 | 2.2 | -12.7 | -2.2 | -2.6 | -6.1 | 1.6
10 | CN(C)N=Nc1ccc(S(N)(=O)=O)cc1 | 6.6 | -1.5 | -2.8 | -4.4 | -3.5 | -1.2 | -1.5
11 | CCN(CC1COc2ccccc2O1)C(=O)CN1C(=O)NC(C)(c2ccc(C)cc2)C1=O (stereo unspecified) | -7.6 | -1.5 | 5.6 | 6.1 | 5.6 | x | 4.3
12 | C[C@@H]1CN([C@@H](C)CO)C(=O)c2cc(NC(=O)Cc3ccccc3)ccc2O[C@@H](C)CCCCO[C@@H]1CN(C)CC1CCCCC1 | 25.7* | 1.3 | -17.6 | -0.4 | 18.2 | -4.2 | 3.4
13 | COc1ccc(OC)c(NC(=O)COC(=O)Cc2ccc(-c3ccccc3)cc2)c1 | x | x | 12.1 | x | 2.5 | -2.3 | x
14 | O=C(c1ccccc1F)N1CCN(c2ccccn2)CC1 | 8.1 | 0.1 | 2.9 | -1.9 | 6.4 | -5.7 | -2.5
15 | COc1ccc(C(=O)/C=C/c2ccc(OC)c(CN3CCOCC3)c2)cc1 | x | x | -8.0 | x | 12.2 | 13.5 | x

(cont.)
Each structure is followed by: DENV2 CPE rescue, SIRT5 block, PAX8 inh HTS, Casp6 inh, LGR2 antag, ARNT-TACC3 inh, EWS-Fli inh
#16 O=C(NCCc1ccc(Cl)cc1Cl)c1cccnc1
→ -2.3, -2.2, 2.1, -1.7, 3.6, -5.7, 1.1
#17 Cc1ccc(Nc2nnc(SCC(=O)NC3CC3)s2)cc1
→ u, -2.2, -17.0, 0.2, -22.4, x, 1.4
#18 O=C(O)CC(NC(=O)Cc1ccccc1)c1cc([N+](=O)[O-])ccc1Cl (stereo unspecified)
→ 0.1, x, 7.0, 2.0, -3.0, 1.1, -2.8
#19 Cc1nc(CC(C)C)cc(C(=O)N2CCCC(Nc3ccc(C)c(C)c3)C2)n1 (stereo unspecified)
→ -0.1, -2.2, -5.9, -1.2, -1.0, x, -11.4
#20 c1ccc2c(c1)CCCN2c1nc(N2CCOCC2)nc(N2CCOCC2)n1
→ -4.3, -4.6, 11.3, -2.0, 3.9, 25.7, 7.0
#21 COc1cccc(Nc2ncnc3c2cnn3C)c1
→ 0.2, -8.8, x, 2.1, -22.4, 1.9, -19.3
#22 CO[C@H]1CN(C)C(=O)c2cc(NC(=O)CC(F)(F)F)ccc2OC[C@H](C)N(S(=O)(=O)c2cn(C)cn2)C[C@H]1C
→ -12.0, x, 6.5, -0.4, 4.4, -5.9, -2.2
#23 Cc1ccc(/C(O)=C2\C(=O)C(=O)N(Cc3cccnc3)C2c2ccccc2[N+](=O)[O-])cc1 (stereo unspecified)
→ 2.6, x, -13.4, 4.3, -14.8, 2.3, 3.1
#24 C[C@@H]1CCCCO[C@@H](CN(C)Cc2ccc(C(F)(F)F)cc2)[C@H](C)CN([C@H](C)CO)C(=O)c2cc(NC(=O)Nc3ccc(C(F)(F)F)cc3)ccc2O1
→ -14.5, x, 68.5*, x, 4.2, -8.6, -0.3
#25 CCOc1ccccc1NC(=O)c1ccc2c(c1)C(=O)N(CC(C)C)C2=O
→ -2.5, 2.5, -0.5, -3.8, 6.1, 4.7, 5.3
